From PubChem BioAssay
IMPase Li inh: membrane-permeable IMPase blocker, potentiated with lithium. CHO-M1 cells, IP1 TR-FRET (IP-One), carbachol + lithium. Potency, µM (series often up to 59.4 µM), without a hit: top-dose activity, negative = IMPase inhibition, most hits filed as inhibitors. 0.35% of 210,000 active;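 note: IP1 builds up when IMPase is blocked and the TR-FRET signal falls; potency is the fitted concentration of half-maximal effect; plate controls were basal vehicle for no effect and high inhibitor control for full effect; nearly all actives have a fitted effect of over 50% in size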
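Readout is a homogeneous TR-FRET IP1 immunoassay (Ex 320, Em 665 and 620), where raised cytosolic IP1 lowers signal. Cells were CHO-M1 treated 30 min at 37C with test compounds plus a little lithium; AC50 values came from Hill-equation fitting.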
HTT ATP protect: protects HTT-Q103 PC12 cells, measured by ATP; PC12 HTT-Q103 induced, cytoprotection, ATP luminescence, 40 h; Potency, µM (titrated, usually from 56.4 µM), for inactives: cytoprotection (ATP increase), most hits filed as activators; 0.14% of 230,000 active;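 note: potency is the fitted concentration of half-maximal effect; % of control where 0% means no effect; nearly all actives have a fitted effect of over 45% in size; toxic huntingtin expression switched on by the ecdysone agonist tebufenozide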
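Stable PC12 Q103-GFP cells in serum-supplemented, phenol red-free DMEM; induction by tebufenozide at 100 nM final; compound dose series; cell viability quantified luminescently from ATP.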
LMNA splice mod: changes lamin A minigene splicing in HeLa cells. HeLa LMNA splicing GFP/RFP minigene ratio, 48 h. Potency, µM (top dose mostly 46.1 µM), for inactives: top-dose ratio change, negative = inhibition, most hits filed as inhibitors. 0.01% of 200,000 active. AID 1487; active = well fitted inhibition curve with a large enough effect in the signal ratio, with a control signal flat, not every such curve was filed as active; inconclusive = small, poorly fitted or top-dose-only effect, or effect the other way, or a change in a side signal; the % refers to the signal ratio; note: potency is the fitted concentration of half-maximal effect; % is set by controls: 0 for no effect and ±100 for the full control effect
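Read-out is the ratio of GFP to DsRed2 object intensity, acquired by 488 nm laser-scanning cytometry on HeLa lamin A-EGFP minigene reporter cells. Compound incubation 48 hrs at 37 °C in Opti-MEM with 2% FBS; DMSO 0.5% final.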
KinaseGlo FLuc: counter-screen: inhibitors of Kinase-Glo firefly luciferase; Q27757; Kinase-Glo luciferase, ATP luminescence, 8 min; Potency, µM (highest dose often 38.3 µM), inactives show top-dose activity change, negative = inhibition, actives largely listed as inhibitors; 0.28% of 200,000 active; AID 1379; note: potency is the fitted concentration of half-maximal effect; % is set by controls: 0 for no effect and ±100 for the full control effect; nearly all actives have a fitted effect of over 60% in size
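Compound is pinned into ATP-containing buffer (10 uM ATP, imidazole pH 7.2, 7 mM MgCl2). Kinase-Glo luciferase reagent is then added. Light output is recorded following an 8-min room-temperature incubation.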
SMN2 splice enh: enhancers of SMN2 splice variant expression; HEK293 SMN2-luciferase splicing reporter, luminescence, 30-36 h; Potency, µM (series often up to 46.1 µM), without a hit: top-dose activity change, positive = activation, hits mostly activators; 2.8% of 210,000 active; note: potency is the fitted concentration of half-maximal effect; % of control where 0% means no effect; nearly all actives have a fitted effect of over 55% in size
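qHTS luciferase splicing reporter: luminescence rises when SMN2 exon 7 is included in transfected HEK293 cells. Compound exposure lasted 30-36 h at 37C, with 4.5 mM final sodium butyrate as control, followed by a ONE-Glo read.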
HTT aggregate: mutant huntingtin aggregation inhibition. 1.1% of 220,000 active. PC12 HttQ103-GFP aggregates, Acumen cytometry, 40 h. Potency, µM (series often up to 46.1 µM), without a hit: top-dose activity change, negative = inhibition, usual class: inhibitors; note: potency is the fitted concentration of half-maximal effect; % is set by controls: 0 for no effect and ±100 for the full control effect; nearly all actives have a fitted effect of over 60% in size
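Aggregates are detected as GFP objects 1–25 µm with signal 6 STDEV over background in lysates of induced PC12 cells. These carry Huntingtin exon 1 with 103 glutamines fused to GFP under an ecdysone promoter; compounds titrated.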
CBFb RUNX1 block: inhibitors of human CBF-beta and RUNX1 interaction; Potency, µM (series often up to 59.8 µM), for the others: at the top dose activity, negative = inhibition, most hits filed as inhibitors; AlphaScreen CBFb-His/RUNX1-biotin binding, biochemical; Q01196+Q13951; 230,000 tested, under 10 active; note: % of control where 0% means no effect
Target sequence (Q01196 whole entry, looked up): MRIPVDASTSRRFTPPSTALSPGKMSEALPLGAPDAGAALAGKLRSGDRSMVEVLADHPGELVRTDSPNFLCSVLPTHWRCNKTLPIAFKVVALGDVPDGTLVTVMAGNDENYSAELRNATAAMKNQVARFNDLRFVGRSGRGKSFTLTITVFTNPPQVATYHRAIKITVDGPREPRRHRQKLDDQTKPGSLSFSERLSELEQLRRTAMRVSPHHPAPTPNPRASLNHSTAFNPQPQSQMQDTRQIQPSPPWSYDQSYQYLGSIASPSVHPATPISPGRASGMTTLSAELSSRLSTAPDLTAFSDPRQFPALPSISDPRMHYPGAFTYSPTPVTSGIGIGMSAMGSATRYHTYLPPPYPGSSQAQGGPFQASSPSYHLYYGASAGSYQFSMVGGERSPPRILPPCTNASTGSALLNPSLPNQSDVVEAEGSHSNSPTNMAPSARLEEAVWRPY
Target sequence (Q13951 whole entry, looked up): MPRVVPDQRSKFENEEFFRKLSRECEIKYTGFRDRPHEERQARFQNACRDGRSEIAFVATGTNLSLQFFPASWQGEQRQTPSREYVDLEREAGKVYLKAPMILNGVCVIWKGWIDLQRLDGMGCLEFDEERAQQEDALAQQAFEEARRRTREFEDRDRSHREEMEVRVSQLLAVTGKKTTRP
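Proteins preincubated together for 20 min at RT before compound addition; 15 min later, nickel and streptavidin beads were added and left 90 min prior to AlphaScreen measurement.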
The depositor's hits bear a star; ? = inconclusive; / = not tested or not shown; [ ] = another dose, or the depositor's remark. Unless noted, calls come from the whole dose curve; as a rule, active = well fitted curve in the direction sought with a large enough effect; inconclusive = small, poorly fitted or top-dose-only effect, or another doubt; inactive = no such curve, though single readings can be large; an effect the other way counts as inactive or inconclusive.

Compound	IMPase Li inh	HTT ATP protect	LMNA splice mod	KinaseGlo FLuc	SMN2 splice enh	HTT aggregate	CBFb RUNX1 block
O=C1NCCCc2c1oc1ccc(O)cc21	-3%[38.3 µM]	-35%	?	-16%	20%	22µM*	4%
Cc1nc(CCNS(=O)(=O)c2cccs2)cs1	-13%[38.3 µM]	-13%[10 µM]	22%	0%	-12%	-2%	4%
CCOC(=O)c1snc(-c2ccc(F)cc2)c1N	-25%[38.3 µM]	14%[10 µM]	-9%	-1%	-4%	-15%	-10%
Cc1ccc(S(=O)(=O)NNC2CC(=O)N(c3ccc(Br)cc3)C2=O)cc1 (configuration not stated)	-2%	-36%[inhibitor][1.9 µM]	?	1%	-15%	-1%[9.22 µM]	2%
CCOC(=O)c1cnc2ccc(C)cc2c1Sc1ccc(F)cc1	-4%[38.3 µM]	4%	13%	-2%	-7%	-21%	6%
COc1cccc(Cn2c(NCC(C)C)nc3c2c(=O)n(C)c(=O)n3C)c1	4%	6%[1.9 µM]	-8%	1%	-1%	-4%	8%
CN(C)S(=O)(=O)c1cccc(NC(=O)CN2C(=O)NC(Cc3c[nH]c4ccccc34)C2=O)c1 (configuration not stated)	-3%	0%[10 µM]	4%[46 µM]	1%	/	2%[9.22 µM]	-3%
CC(/C=C/c1ccccc1)=N\NC(=O)CCc1ccccc1	11%	7%[10 µM]	/	-2%	/	-5%[9.22 µM]	5%
COC(=O)c1ccc(OCc2cc(=O)n3ccsc3n2)cc1	5%	-27%[1.9 µM]	5%	-17%	14µM*	5%	-4%
CN(C)/C=C/C(=O)c1ccc(Br)cc1	-5%	-30%[1.9 µM]	?	-7%	15%	6%[9.22 µM]	0%
COc1ccc(C(=O)NNC(=O)c2cc3cc([N+](=O)[O-])ccc3oc2=O)cc1OC	1%	7%[10 µM]	-5%	1%	-1%	-11%	0%
Cc1ccc(C)c(N2CCN(C(=O)CN3C(=O)c4ccccc4C3=O)CC2)c1	3%[38.3 µM]	-12%[10 µM]	?	-1%	-9%	-23%	1%
COc1nc(-c2ccccc2)ccc1-c1noc(-c2cccnc2)n1	/	7%	1%	/	/	8%	5%
O=C(CS(=O)CC(=O)N(CC(=O)NC1CCCC1)C1CCCC1)Nc1ccc(F)cc1 (configuration not stated)	4%[38.3 µM]	9%	8%	-3%	-4%	3%	4%
CCN(C(=O)c1ccc(C(C)(C)C)cc1)c1nnc(Cn2nnc3ccccc32)s1	12%[38.3 µM]	16%[10 µM]	?	12%	-59%[inhibitor]	6.3µM*	1%
Cc1ccc(NC(=O)C(C)N2C(=O)c3ccccc3C2=O)nc1 (configuration not stated)	3%	-12%	-5%[9.22 µM]	2%	-4%	-4%[9.22 µM]	-2%
O=C1ON=C(c2ccccc2)/C1=C/c1ccc(-c2ccccc2[N+](=O)[O-])o1	11%	/	?	1%	-6%	-15%	?
C=C(C)CN1C(=O)C(=O)N(CC(=C)C)C1=O	/	21%[10 µM]	/	/	/	-4%[9.22 µM]	4%
CCCc1nn(-c2cc(Cl)ccc2OC)c2c1C(=O)CC(C)(C)C2	28%[38.3 µM]	-16%	?	-2%	-4%	-8%	3%
N#Cc1nc(-c2cccc3ccccc23)oc1NCC1CCCO1 (configuration not stated)	/	-12%[10 µM]	/	/	/	-7%[9.22 µM]	4%
CC(C)(C)c1cc(CN2CCN(CCO)CC2)cc(C(C)(C)C)c1O	31%[38.3 µM]	2%[0.074 µM]	?	2%	2%	4%	0%
COc1cccc2c1C(=O)O/C2=C/c1ccc2c(c1)OCO2	19%[38.3 µM]	-94%[inhibitor]	25%	?	?	-14%	11%
O=S(=O)(NC1CC1)c1ccc(S(=O)(=O)N2CCCC3(CCCCC3)C2)cc1	10%[38.3 µM]	-7%[10 µM]	10%	-1%	-4%	-6%	4%
C=C(C)C(=O)NNc1ccccc1	2%	6%[10 µM]	-16%[46 µM]	1%	-16%	12%	7%
CC(C)OC(=O)CSc1nnc(-c2cnccn2)n1-c1ccccc1	4%	-6%	3%	3%	2%	0%	-3%
CCC(=O)Nc1nonc1-c1nc2ccccc2n1CCC(C)C	18%[38.3 µM]	-10%	?	-1%	-5%	?	6%
Cc1cc2oc(=O)cc(-c3ccccc3)c2c(C)c1-c1ccc(C#N)cc1	19%	-61%[inhibitor]	/	0%[39.9 µM]	/	/	-9%[89.1 µM]
CCCCn1c(SCc2cc(=O)[nH]c3ccccc23)nc2c1c(=O)n(C)c(=O)n2C	22%[38.3 µM]	-6%[10 µM]	3%	-2%	18%	5%	-3%
CCCCN(C(=O)CNC(=O)c1ccco1)C(C(=O)NC1CCCC1)c1ccc(OC)cc1 (configuration not stated)	13%[38.3 µM]	-23%	3%	-3%	11%	?	3%
COc1cc([N+](=O)[O-])c(C(=O)N2CCOCC2)c([N+](=O)[O-])c1	-2%	/	?	0%	-7%	23%	-1%

2 records drawn at random from the list so far, as already listed:
Compound	IMPase Li inh	HTT ATP protect	LMNA splice mod	KinaseGlo FLuc	SMN2 splice enh	HTT aggregate	CBFb RUNX1 block
CCOC(=O)c1cnc2ccc(C)cc2c1Sc1ccc(F)cc1	-4%[38.3 µM]	4%	13%	-2%	-7%	-21%	6%
COc1cc([N+](=O)[O-])c(C(=O)N2CCOCC2)c([N+](=O)[O-])c1	-2%	/	?	0%	-7%	23%	-1%

Additional results.
Compound	IMPase Li inh	HTT ATP protect	LMNA splice mod	KinaseGlo FLuc	SMN2 splice enh	HTT aggregate	CBFb RUNX1 block
O=c1[nH]c(-c2ccc(Cl)cc2)cs1	0%	-22%	-22%[46 µM]	7%	29%	-9%	5%
C=C(C)C(=O)N1CC2(CC(c3cccc(NC(=O)/C=C\C)c3)=NO2)C[C@H]1C(N)=O (some centres not stated)	/	22%[10 µM]	/	/	/	8%[9.22 µM]	?
CCCn1c(SCC(=O)NCc2ccco2)nnc1-c1ccncc1	-6%	-6%[10 µM]	/	-2%	-10%	1%[9.22 µM]	2%
COCCNC(=S)Nc1ccc2nsnc2c1	-7%	/	19%	3%	?	-19%	2%
COc1ccccc1NC(C)C(=O)Nc1ccc(C(C)=O)cc1 (configuration not stated)	12%	/	?	9%	26%	6%	14%
Cc1ccc(C(=O)OCC(=O)Nc2sc3c(c2C#N)CCC3)cc1	-1%	-6%[10 µM]	-13%	-1%	16%[1.84 µM]	5%	6%
O=C1CC(c2ccccc2)n2ncnc2N1 (configuration not stated)	11%[38.3 µM]	-3%[0.074 µM]	14%	-5%	21%	-4%	10%
CCSc1nnc(NC(=O)c2cc(OC)c(OC)c(OC)c2)s1	-8%	-26%	-17%[46 µM]	7%	26%	-6%	2%
COc1ccc(C2CC(=O)Oc3cc4c(cc32)OCO4)cc1 (configuration not stated)	11%	-59%[inhibitor]	/	5%[39.9 µM]	/	/	6%[89.1 µM]
CCC(OC(=O)c1nsc(Cl)c1Cl)C(=O)NCCOC (configuration not stated)	-10%	-28%	/	-2%	4%	12%	-1%
C=C(C)Cn1c(N2CC(C)CC(C)C2)nc2c1c(=O)[nH]c(=O)n2C (configuration not stated)	/	2%[10 µM]	/	/	/	8%[9.22 µM]	5%
N/C(=N\OC(=O)C1CCCCC1)c1ccncc1	2%	25%[10 µM]	18%[46 µM]	-1%	/	-2%[9.22 µM]	10%
CCN(CC)CCCn1c(C)cc2c(c1=O)C(c1cccc(Cl)c1)C(C#N)=C(N)O2 (configuration not stated)	2%[38.3 µM]	-10%	?	0%	-11%	-3%	2%
CC(=O)Nc1ccc(SCC(=O)c2c(N)n(Cc3ccccc3)c(=O)n(C)c2=O)cc1	/	8%[10 µM]	/	/	/	1%[9.22 µM]	1%
Cc1nccn1-c1ccc(C(F)(F)F)cc1[N+](=O)[O-]	6%	2%[10 µM]	/	1%	-14%	13%	-3%
COc1nc(N(C)C)nc(N(OC)S(=O)(=O)c2ccccc2Cl)n1	13%[38.3 µM]	-23%	17%	-2%	-4%	21%[9.22 µM]	1%
NC(=O)C(=O)NN=C1CCC(c2ccccc2)CC1 (configuration not stated)	-7%	-6%[10 µM]	7%	3%	-3%	4%	6%
CCOc1cccc2c1OC1(C)CC2NC(=O)N1c1cccc(F)c1 (configuration not stated)	7%[38.3 µM]	-7%	1%	1%	2%	11%	-3%
CCC(C)NC(=O)C1CCN(c2nc(C)cc(C)n2)CC1 (configuration not stated)	-7%[38.3 µM]	-18%	12%	-1%	-7%	8%	2%
COc1ccccc1-c1cc2nc(C)cc(C)n2n1	/	3%[10 µM]	3%[46 µM]	/	/	15%[9.22 µM]	20%
Cc1cc(CCC(=O)O)c(C)cc1CCC(=O)O	0%[38.3 µM]	-3%	3%	-7%	-14%	14%[9.22 µM]	2%
Cc1ccc(NC(=O)Cc2c(O)c3ccccc3[nH]c2=O)c(C)c1	/	21%[10 µM]	/	/	/	11%[9.22 µM]	1%
Cc1nn(-c2ccccc2)c(Cl)c1/C=N/Nc1ccc(Cl)c(C(=O)O)c1	-8%	-9%[10 µM]	?	-5%	0.45µM*	0%	1%
CCC(C)(C)NC(=O)C(c1ccncc1)N(Cc1cccs1)C(=O)Cn1nnc2ccccc21 (configuration not stated)	-8%[38.3 µM]	0%	0%	-1%	11%	10%	-7%
CCOc1cc2[nH]c(=S)n(CCCCC(=O)NCc3ccco3)c(=O)c2cc1OCC	?	-26%[0.074 µM]	25%	-2%	-4%	-1%	24%
O=C(CCN1CCOCC1)Nc1cccc(Br)c1	18%[38.3 µM]	-6%[0.074 µM]	-8%	1%	26%	-18%	4%
COc1ccc(NC(=O)c2c(C(F)(F)F)nn(C)c2Cl)cc1	?	-41%[inhibitor]	18%[46 µM]	-3%	10%	-13%	16%
CCCCC1CCC(C(=O)NC2CCS(=O)(=O)C2)CC1 (configuration not stated)	4%	-10%[0.074 µM]	-9%	3%	-17%	-16%	10%
COc1cccc(Nc2ccc(Nc3cccc(OC)c3)nn2)c1	-5%	3%[10 µM]	-15%	1%	4%	-4%	-9%
Cc1ccc(Cn2c(S(=O)(=O)O)nc3ccccc32)cc1	5%[38.3 µM]	8%	3%	3%	-3%	4%	2%
